MrgX1 ag – agonists of human MrgX1 receptor, primary screen, HEK293 cells, Fluo-4 calcium flux; Fluo-4 calcium fluorescence, agonist mode; active compounds read high; B-score at 10 µM; hit rate 0.44% among 310,000; AID 588627, 2011;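 active = calcium response B-score plate-corrected fluorescence ratio at least 3 library SD, with starting fluorescence B-score inside 5 SD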
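Test system: HEK293 cells stably expressing human MrgX1 receptor; Input: fifteen thousand cells per well; Dosing: compound delivered in addition one of three; Schedule: overnight seeding, then 1 h dark dye loading; Technique: Fluo-4 NW calcium fluorescence; Measure: B-scored fluorescence response ratio; Controls: positive and negative controls per plate.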
AI-2 QS mod – Vibrio harveyi AI-2 quorum sensing modulators, primary screen, JMH597 strain, luminescence/OD600 ratio; Vibrio harveyi JMH597 AI-2 luminescence/OD600 ratio, 9 h; active compounds read low; strain lacks LuxN and CqsS sensors; 0 = neutral-control median; activity change, % at 7.5 µM; hit rate 0.4% among 300,000; in the data active = activity change below about -75%, passing the limit was not always enough;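 also: luminescence divided by OD600 gain over 9 h not by final OD600 alone; inactives centre near 13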
PolyA inh – polyadenylation inhibitors in yeast reporter cells, primary screen, luminescence, S. cerevisiae. AID 1875, 2009. calls only at 12 µM. hit rate 0.02% among 300,000. S. cerevisiae SKY197-pL101 polyadenylation reporter, beta-gal luminescence; efflux-impaired pdr1/pdr3 knockout yeast; score 100 = 6 SD above DMSO;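 active = lowest replicate activity score at least 50, where 100 means six control SD above control mean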;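 also: yeast exposed to compound for 9 h at 30 °C; higher score means more reporter readthrough which indicates perturbed polyadenylation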
TRPC4 inh – inhibitors of mouse TRPC4 channel, primary screen, Fluo4 calcium, HEK293 TRPC4beta/mu-opioid cells; Short transient receptor potential channel 4 (Mus musculus), Q9QUQ5; B-score at 10 µM; hit rate 0.39% among 300,000; DAMGO-evoked Fluo4 calcium flux; active compounds read low;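 active = B-score over 3 SD under the library average, no early fluorescence shift, positive overall ratio signal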
Target sequence (Q9QUQ5 whole entry, looked up): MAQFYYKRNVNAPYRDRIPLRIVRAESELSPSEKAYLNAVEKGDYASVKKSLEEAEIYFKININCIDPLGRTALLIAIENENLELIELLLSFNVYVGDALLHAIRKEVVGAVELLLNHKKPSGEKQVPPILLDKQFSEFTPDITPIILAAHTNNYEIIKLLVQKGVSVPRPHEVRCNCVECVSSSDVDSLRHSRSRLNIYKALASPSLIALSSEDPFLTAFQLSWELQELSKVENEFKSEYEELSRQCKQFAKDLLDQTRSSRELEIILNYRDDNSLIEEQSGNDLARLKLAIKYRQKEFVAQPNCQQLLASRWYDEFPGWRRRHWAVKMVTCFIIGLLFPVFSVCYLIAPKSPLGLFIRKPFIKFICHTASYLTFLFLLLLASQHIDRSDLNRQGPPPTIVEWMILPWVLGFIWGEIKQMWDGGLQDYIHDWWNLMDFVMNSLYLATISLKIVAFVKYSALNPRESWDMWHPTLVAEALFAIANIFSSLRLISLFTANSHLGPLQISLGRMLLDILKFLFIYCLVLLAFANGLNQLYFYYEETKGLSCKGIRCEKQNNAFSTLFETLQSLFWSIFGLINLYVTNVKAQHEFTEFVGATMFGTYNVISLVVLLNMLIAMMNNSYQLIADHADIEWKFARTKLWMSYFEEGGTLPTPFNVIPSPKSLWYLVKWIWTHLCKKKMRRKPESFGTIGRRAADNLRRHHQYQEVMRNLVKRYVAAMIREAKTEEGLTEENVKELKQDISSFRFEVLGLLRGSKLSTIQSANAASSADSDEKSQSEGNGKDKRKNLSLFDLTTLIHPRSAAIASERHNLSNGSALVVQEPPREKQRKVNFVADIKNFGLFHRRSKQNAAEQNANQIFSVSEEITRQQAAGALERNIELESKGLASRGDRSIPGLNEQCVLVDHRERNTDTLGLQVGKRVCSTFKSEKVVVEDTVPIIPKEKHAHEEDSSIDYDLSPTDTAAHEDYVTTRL
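Assay system: TRPC4beta/mu-opioid receptor HEK293 cell line; compound dosing: single concentration per test compound; detection: Fluo4 Ca2+ flux fluorescence; evaluation: per-well B score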
TRPC6 activator – mouse TRPC6 channel activators, primary screen, cell-based, HEK293, membrane potential dye. Short transient receptor potential channel 6 (Mus musculus), Q61143. HEK293-TRPC6 membrane potential dye fluorescence; active compounds read high. B-score at 10 µM. hit rate 0.13% among 310,000;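 active = B-score of the integrated fluorescence ratio above library mean plus 3 SD, and starting fluorescence ratio within library mean plus 5 SD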;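 also: higher score means more depolarization so channel activation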
MrgX1 antag – antagonists of human MrgX1 receptor, primary screen, HEK293 cells, Fluo-4 calcium flux. AID 588676, 2011. BAM8-22 antagonism; active compounds read low. B-score at 10 µM. hit rate 1.3% among 310,000. Mas-related G-protein coupled receptor member X1 (Homo sapiens), Q96LB2;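 active = calcium-response B-score plate-corrected more than 3 library SD below zero, starting fluorescence within 5 deviations, no agonist response on first addition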;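 also: peak minus trough fluorescence over baseline after final BAM8-22 challenge near maximal dose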
MrgX1 PAM – positive allosteric modulators of MrgX1, primary screen, HEK293 cells, Fluo-4 calcium flux; hit rate 0.63% among 310,000; AID 588675, 2011; Mas-related G-protein coupled receptor member X1 (Homo sapiens), Q96LB2; FDSS; active compounds read high; B-score at 10 µM;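 active = plate-corrected calcium response at least 3 library SD above typical, normal starting fluorescence, not activating the receptor alone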;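 also: compound read alongside a low EC10 to EC30 dose of BAM8-22 agonist; peak minus trough fluorescence over baseline measured at the second addition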
TRPC4 PAM – positive allosteric modulators of TRPC4, primary screen, cell-based, mouse TRPC4beta, HEK293 mu-opioid, Fluo-4 calcium | Short transient receptor potential channel 4 (Mus musculus), Q9QUQ5 | DAMGO EC20, Fluo-4 Ca2+ flux; active compounds read high | B-score at 10 µM | hit rate 0.42% among 310,000 | AID 2227, 2009;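 active = B-score of calcium response area above 5 SD of library B-scores, with initial fluorescence ratio within 5 SD of library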;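 also: B-score of integrated fluorescence ratio over time as area under calcium response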
TRPC6 inh – mouse TRPC6 channel inhibitors, primary screen, cell-based, HEK293, membrane potential dye; Short transient receptor potential channel 6 (Mus musculus), Q61143; ACh-evoked depolarization; active compounds read low; B-score at 10 µM; hit rate 1.1% among 310,000; AID 2553, 2010;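 active = B-score under library mean minus 3 SD, initial fluorescence not abnormally high, positive integrated signal ratio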;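 also: B-score derived from integrated fluorescence ratio over the kinetic read; more negative B-score means stronger inhibition of depolarization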
TRPC4 act – activators of mouse TRPC4 channel, primary screen, Fluo4 calcium, HEK293 TRPC4beta/mu-opioid cells; Short transient receptor potential channel 4 (Mus musculus), Q9QUQ5; Fluo4 calcium fluorescence; active compounds read high; B-score at 10 µM; hit rate 0.49% among 310,000; AID 2237, 2010;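 active = B-score above 5 SD of library B-scores, and initial fluorescence ratio not above library mean plus 5 SD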;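 also: positive B-score marks a calcium rise read as TRPC4 activation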
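System – HEK293 cells stably co-expressing mouse TRPC4beta and mu-opioid receptor · Signal – Fluo4 calcium-sensitive dye fluorescence, kinetic, 1 Hz baseline · Benchmarks – buffer (low) and maximal DAMGO (high) · Read-out – B score of integrated fluorescence ratio per well · Incubation – dye loading 45 min room temperature, 110 s kinetic read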
HIF activator – HIF pathway transcriptional activators, primary screen, cell-based, U2OS HRE-luciferase, luminescence | U2OS HRE-luciferase reporter; normalized: DMSO 0%, desferrioxamine 100% | activation, % at 7.5 µM (by protocol) | hit rate 0.32% among 300,000;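 active = mean activation of at least 10% of the iron chelator positive control signal, with at least half of replicates also reaching 10%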
* = called active by the depositor.

`O=C(COC(=O)[C@@H]1CCCN1C(=O)c1cccs1)Nc1ccc(F)cc1[N+](=O)[O-]` gave MrgX1 ag inactive, AI-2 QS mod 6, PolyA inh inactive, TRPC4 inh inactive, TRPC6 activator inactive, MrgX1 antag inactive, MrgX1 PAM inactive, TRPC4 PAM inactive, TRPC6 inh inactive, TRPC4 act inactive and HIF activator 0.5.
For Nc1cc2ccncc2c2ccccc12 the results were MrgX1 ag inactive, AI-2 QS mod 32, PolyA inh inactive, TRPC4 inh inactive, TRPC6 activator inactive, MrgX1 antag inactive, MrgX1 PAM inactive, TRPC4 PAM inactive, TRPC6 inh -11*, TRPC4 act inactive and HIF activator 3.8.
`Cc1cc(Cl)ccc1OCC(=O)OC(C)C(=O)N(C)C` (configuration not stated) gave MrgX1 ag inactive, AI-2 QS mod 6, PolyA inh inactive, TRPC4 inh inactive, TRPC6 activator inactive, MrgX1 antag inactive, MrgX1 PAM inactive, TRPC4 PAM inactive, TRPC6 inh inactive, TRPC4 act inactive and HIF activator -0.6.
For CC(NCCS(=O)(=O)c1ccc(Cl)cc1)c1cccc(Cl)c1 (configuration not stated) the results were MrgX1 ag inactive, AI-2 QS mod 10, PolyA inh inactive, TRPC4 inh inactive, TRPC6 activator inactive, MrgX1 antag inactive, MrgX1 PAM inactive, TRPC4 PAM inactive, TRPC6 inh inactive, TRPC4 act inactive and HIF activator 0.3.
CCN(CC)C(=O)Cn1cc(C(=O)C(=O)N2CCN(Cc3ccccc3)CC2)c2ccccc21 was read as MrgX1 ag inactive, AI-2 QS mod 3, PolyA inh inactive, TRPC4 inh inactive, TRPC6 activator inactive, MrgX1 antag inactive, MrgX1 PAM inactive, TRPC4 PAM inactive, TRPC6 inh inactive, TRPC4 act inactive and HIF activator -0.9.
For O=C(CCSc1nnc2ccccn12)Nc1ccc2c(c1)OCO2 the results were MrgX1 ag inactive, AI-2 QS mod 28, PolyA inh inactive, TRPC4 inh inactive, TRPC6 activator inactive, MrgX1 antag inactive, MrgX1 PAM inactive, TRPC4 PAM inactive, TRPC6 inh inactive, TRPC4 act inactive and HIF activator -0.2.
`Cc1cccc(C(=O)NNC(=O)C23CC4CC(CC(C4)C2)C3)c1O` gave MrgX1 ag inactive, AI-2 QS mod 14, PolyA inh inactive, TRPC4 inh inactive, TRPC6 activator inactive, MrgX1 antag inactive, MrgX1 PAM inactive, TRPC4 PAM inactive, TRPC6 inh inactive, TRPC4 act inactive and HIF activator 0.3.
`O=C(N/N=C/c1ccco1)c1ccncc1` gave MrgX1 ag inactive, AI-2 QS mod 19, PolyA inh inactive, TRPC4 inh inactive, TRPC6 activator inactive, MrgX1 antag inactive, MrgX1 PAM inactive, TRPC4 PAM inactive, TRPC6 inh inactive, TRPC4 act inactive and HIF activator -0.7.
For COc1ccc(NC(=O)c2ccco2)cc1NC(=O)c1c(F)c(F)c(OC)c(F)c1F the results were MrgX1 ag inactive, AI-2 QS mod 25, PolyA inh inactive, TRPC4 inh inactive, TRPC6 activator inactive, MrgX1 antag inactive, MrgX1 PAM inactive, TRPC4 PAM inactive, TRPC6 inh inactive, TRPC4 act inactive and HIF activator 0.8.
Screening Cc1cc(C(=O)NNC(=O)c2cccs2)nn1C(C)(C)C returned MrgX1 ag inactive, AI-2 QS mod -31, PolyA inh inactive, TRPC4 inh inactive, TRPC6 activator inactive, MrgX1 antag -7.2*, MrgX1 PAM inactive, TRPC4 PAM inactive, TRPC6 inh inactive, TRPC4 act inactive and HIF activator 0.4.
For O=C(CSC1=NC(=O)C(c2ccccc2)C(=O)N1)Nc1ccccc1Cl (configuration not stated) the results were MrgX1 ag inactive, AI-2 QS mod 16, PolyA inh inactive, MrgX1 antag inactive, MrgX1 PAM inactive and HIF activator -0.9.
For COc1ccc(/C=C2\N=C(c3ccccc3)N(c3ccc(C(=O)O)cc3)C2=O)cc1OC the results were MrgX1 ag inactive, AI-2 QS mod 29, PolyA inh inactive, TRPC4 inh inactive, TRPC6 activator inactive, MrgX1 antag inactive, MrgX1 PAM inactive, TRPC4 PAM inactive, TRPC6 inh inactive, TRPC4 act inactive and HIF activator -0.2.
For CC1CCN(CCCNC(=O)c2coc3nc4ccccc4nc23)CC1 the results were MrgX1 ag inactive, AI-2 QS mod 10, PolyA inh inactive, TRPC4 inh inactive, TRPC6 activator inactive, MrgX1 antag inactive, MrgX1 PAM inactive, TRPC4 PAM inactive, TRPC6 inh -5.1*, TRPC4 act inactive and HIF activator 0.8.
CCCNC(=O)c1cc2cc([N+](=O)[O-])ccc2s1 was read as MrgX1 ag inactive, AI-2 QS mod 22, PolyA inh inactive, TRPC4 inh inactive, TRPC6 activator inactive, MrgX1 antag inactive, MrgX1 PAM inactive, TRPC4 PAM inactive, TRPC6 inh inactive, TRPC4 act inactive and HIF activator -0.9.
O=C(CCCCCn1c(=S)[nH]c2cc3c(cc2c1=O)OCO3)N1CCN(Cc2ccccc2)CC1 was read as MrgX1 ag inactive, AI-2 QS mod 34, TRPC4 inh inactive, TRPC6 activator inactive, MrgX1 antag inactive, MrgX1 PAM inactive, TRPC4 PAM inactive, TRPC6 inh inactive, TRPC4 act inactive and HIF activator 0.2.
Screening CN1CCC(NC(=O)CCc2ccccc2)CC1 returned MrgX1 ag inactive, AI-2 QS mod 11, PolyA inh inactive, TRPC4 inh inactive, TRPC6 activator inactive, MrgX1 antag inactive, MrgX1 PAM inactive, TRPC4 PAM inactive, TRPC6 inh inactive, TRPC4 act inactive and HIF activator -0.9.
Cc1ccc(/C=C/c2ccc(N(C)C)cc2)[n+](C)c1 was read as MrgX1 ag inactive, AI-2 QS mod 10, PolyA inh inactive, TRPC4 inh inactive, TRPC6 activator inactive, MrgX1 antag inactive, MrgX1 PAM inactive, TRPC4 PAM inactive, TRPC6 inh inactive, TRPC4 act inactive and HIF activator 4.7.
For CC(C)N1CSC(=S)N(Cc2ccccc2)C1 the results were MrgX1 ag inactive, AI-2 QS mod 8, PolyA inh inactive, TRPC4 inh inactive, TRPC6 activator inactive, MrgX1 antag inactive, MrgX1 PAM inactive, TRPC4 PAM inactive, TRPC6 inh inactive, TRPC4 act inactive and HIF activator -0.6.
O=C(NC1CCCCC1)[C@@H]1CSC2c3ccccc3C(=O)N21 (some centres not stated) was read as MrgX1 ag inactive, AI-2 QS mod 35, PolyA inh inactive, TRPC4 inh inactive, TRPC6 activator inactive, MrgX1 antag inactive, MrgX1 PAM inactive, TRPC4 PAM inactive, TRPC6 inh inactive, TRPC4 act inactive and HIF activator -0.4.
Screening S=C(Nc1ccc2nsnc2c1)NC1CCCCC1 returned MrgX1 ag inactive, AI-2 QS mod 4, PolyA inh inactive, TRPC4 inh inactive, TRPC6 activator inactive, MrgX1 antag inactive, MrgX1 PAM inactive, TRPC4 PAM inactive, TRPC6 inh inactive, TRPC4 act inactive and HIF activator 3.7.
CC(C1CC1)N(Cc1ccccc1)C(=O)NC(=O)c1ccccc1 (configuration not stated) was read as MrgX1 ag inactive, AI-2 QS mod 7, PolyA inh inactive, TRPC4 inh inactive, TRPC6 activator inactive, MrgX1 antag inactive, MrgX1 PAM inactive, TRPC4 PAM inactive, TRPC6 inh inactive, TRPC4 act inactive and HIF activator -0.4.
`O=C(CSc1nnc(NC(=O)c2cccc(Cl)c2)s1)NCC1CCCO1` (configuration not stated) gave MrgX1 ag inactive, AI-2 QS mod 3, PolyA inh inactive, TRPC4 inh inactive, TRPC6 activator inactive, MrgX1 antag inactive, MrgX1 PAM inactive, TRPC4 PAM inactive, TRPC6 inh inactive, TRPC4 act inactive and HIF activator 0.2.
O=C(NCCCNC(=O)c1cc(Cl)ccc1Cl)c1ccco1 was read as MrgX1 ag inactive, AI-2 QS mod 15, PolyA inh inactive, TRPC4 inh inactive, TRPC6 activator inactive, MrgX1 antag inactive, MrgX1 PAM inactive, TRPC4 PAM inactive, TRPC6 inh inactive, TRPC4 act inactive and HIF activator 0.3.
Screening Cc1cc(/C=C2/NC(=O)N(c3ccccc3)C2=O)c(C)n1C(C)C returned MrgX1 ag inactive, AI-2 QS mod 21, PolyA inh inactive, TRPC4 inh inactive, TRPC6 activator inactive, MrgX1 antag inactive, MrgX1 PAM inactive, TRPC4 PAM inactive, TRPC6 inh inactive, TRPC4 act inactive and HIF activator 0.6.
COc1ccccc1OCCCCCCN1CCOCC1 was read as MrgX1 ag inactive, AI-2 QS mod 10, PolyA inh inactive, TRPC4 inh inactive, TRPC6 activator inactive, MrgX1 antag inactive, MrgX1 PAM inactive, TRPC4 PAM inactive, TRPC6 inh inactive, TRPC4 act inactive and HIF activator 0.0.
Screening CCN(CC)/C(Sc1ccccc1)=C(/C(Cl)=C(Cl)Cl)[N+](=O)[O-] returned MrgX1 ag inactive, AI-2 QS mod 66, PolyA inh inactive, TRPC4 inh inactive, TRPC6 activator inactive, MrgX1 antag inactive, MrgX1 PAM inactive, TRPC4 PAM inactive, TRPC6 inh inactive, TRPC4 act inactive and HIF activator 0.1.

Quoted at random: 2 records from the list
Screening CCN(CC)/C(Sc1ccccc1)=C(/C(Cl)=C(Cl)Cl)[N+](=O)[O-] returned MrgX1 ag inactive, AI-2 QS mod 66, PolyA inh inactive, TRPC4 inh inactive, TRPC6 activator inactive, MrgX1 antag inactive, MrgX1 PAM inactive, TRPC4 PAM inactive, TRPC6 inh inactive, TRPC4 act inactive and HIF activator 0.1.
`O=C(CSc1nnc(NC(=O)c2cccc(Cl)c2)s1)NCC1CCCO1` (configuration not stated) gave MrgX1 ag inactive, AI-2 QS mod 3, PolyA inh inactive, TRPC4 inh inactive, TRPC6 activator inactive, MrgX1 antag inactive, MrgX1 PAM inactive, TRPC4 PAM inactive, TRPC6 inh inactive, TRPC4 act inactive and HIF activator 0.2.

These rows are one share of the data; count on the stated rates, not on these rows.
